High-throughput results (PubChem BioAssay)
CSN deneddyl inh – CSN deneddylation inhibition | Q92905 | Purified CSN, SCF-Nedd8-OG deneddylation, fluorescence polarization | inhibition, % at 12.5 µM | hit rate 0.38% among 360,000 | AID 651999;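 active = pattern-corrected inhibition above about 35%, with an unprinted fluorescence ratio check between 0.5 and 1.5, limit read from the data, passing the limit was not always enough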;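 also: 0% = enzyme with substrate and 100% = substrate without enzyme; some results filed as inactive read as strong as hits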
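Assay system: Purified human Csn5 enzyme expressed in HEK293T cells | Amount: Enzyme 0.24 nM | Measured by: Fluorescence polarization readout | Medium: Tris/NaCl/DTT buffer, pH 7.5 | Compound dosing: One concentration, 12.5 µM, 0.25% DMSO | Times: 90 min incubation of compound, enzyme and substrate at room temperature | Control set: no-enzyme wells high, enzyme-with-substrate wells low | Read-out: % inhibition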
NadD inh – NadD (S. aureus) enzyme inhibition. purified NadD enzyme, colorimetric absorbance read-out. inhibition, % at 20 µM. hit rate 0.78% among 360,000. AID 602399; in the data active = inhibition above about 26%; also: some compounds past the cut are filed as inactive
Scp1 inh – Scp-1 (human) phosphatase inhibition; hit rate 0.88% among 340,000; inhibition, % at 20 µM; Q9GZU7; Recombinant Scp1, phosphopeptide, malachite green phosphate absorbance;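 active = inhibition above about 50% at 20 µM, limit read from the data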;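 also: plate controls were DMSO wells with enzyme for no effect and wells lacking enzyme for full effect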
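Material – SCP-1 phosphatase catalytic domain, residues 76-261 · Buffer or medium – Acidic Tris acetate buffer with magnesium and detergent · Also added – Phospho 17-mer peptide substrate · Compound – single 20 µM dose, 1% DMSO · Times – 45 min room-temperature reaction, 5 min colour, 30 min stabiliser · Technique – Phosphate-binding colour reagent, absorbance read at 630 nm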
LMPTP inh – blocks human LMPTP phosphatase. P24666. recombinant LMPTP-A, OMFP fluorogenic substrate, fluorescence intensity. inhibition, % at 20 µM. hit rate 0.22% among 360,000;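 active = compounds that cut the enzyme signal by at least half of the control window in the single-dose screen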;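 also: plate controls were DMSO wells with enzyme plus substrate for no effect and substrate without enzyme for full effect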
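Assay system: LMPTP-A enzyme. Input: 0.625 nM LMPTP-A final. Probe or stimulus: 400 µM OMFP. Compound dosing: single 20 µM dose. Schedule: 50 min dark incubation at room temperature. Detection: fluorescence intensity of OMFP turnover product. Read-out: percent inhibition versus substrate-only and uninhibited controls. Benchmarks: no-enzyme low control, uninhibited high control.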
STEP inh – blocks human striatal-enriched tyrosine phosphatase | inhibition, % at 20 µM | recombinant STEP, OMFP fluorogenic substrate, fluorescence | hit rate 0.25% among 360,000 | P54829;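 active = inhibition at 20 µM, scaled per plate between control wells, above about 37%, limit read from the data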;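 also: 0% = DMSO with enzyme and substrate and 100% = substrate only without enzyme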
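System: STEP (striatal-enriched tyrosine phosphatase) enzyme, cell-free; medium: Bis-Tris pH 6.0 buffer with DTT, detergent; dosing: 20 µM, 1% DMSO; times: reaction 20 min, ambient temperature; detection: fluorescence, 480/540 nm; read-out basis: normalized % inhibition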
SUMO1 PPI mod – modulators of human SUMO1-mediated protein-protein interactions; inhibition, % at 20 µM; SUMO1 binding to a labelled peptide, TR-FRET, 1 h; hit rate 0.33% among 360,000; in the data active = inhibition above about 37%
Tb MetRS inh – Trypanosoma brucei MetRS inhibition; hit rate 0.4% among 360,000; AID 624268; inhibition, % at 11.9 µM; purified T. brucei MetRS, ATP depletion, Kinase-Glo luminescence;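 active = inhibition above a per-plate cutoff of the control wells' mean inhibition plus 3 SD, cut at about 5.5% in these data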;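 also: 0% = DMSO wells median and 100% = median of wells with control inhibitor compound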
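Material – parasite MetRS enzyme · Medium – HEPES-MgCl2-KCl buffer plus DTT, spermine, BSA, pyrophosphatase · Reagent – ATP, methionine and E. coli bulk tRNA substrates · Times – 15 min enzyme-compound preincubation, 2 h reaction, 10 min detection, 25 °C · Measured by – luminescence of leftover ATP · Evaluation – percent inhibition relative to median high and low control wells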
DNMT1 block – blocks human DNA methyltransferase DNMT1 | inhibition (reported as % activation of signal), % at 10 µM | DNMT1 molecular beacon, Hinp1I cleavage, fluorescence | hit rate 0.83% among 360,000 | AID 588458 | P26358; in the data active = inhibition above about 50%
Target sequence (P26358 504-1616 limits assumed): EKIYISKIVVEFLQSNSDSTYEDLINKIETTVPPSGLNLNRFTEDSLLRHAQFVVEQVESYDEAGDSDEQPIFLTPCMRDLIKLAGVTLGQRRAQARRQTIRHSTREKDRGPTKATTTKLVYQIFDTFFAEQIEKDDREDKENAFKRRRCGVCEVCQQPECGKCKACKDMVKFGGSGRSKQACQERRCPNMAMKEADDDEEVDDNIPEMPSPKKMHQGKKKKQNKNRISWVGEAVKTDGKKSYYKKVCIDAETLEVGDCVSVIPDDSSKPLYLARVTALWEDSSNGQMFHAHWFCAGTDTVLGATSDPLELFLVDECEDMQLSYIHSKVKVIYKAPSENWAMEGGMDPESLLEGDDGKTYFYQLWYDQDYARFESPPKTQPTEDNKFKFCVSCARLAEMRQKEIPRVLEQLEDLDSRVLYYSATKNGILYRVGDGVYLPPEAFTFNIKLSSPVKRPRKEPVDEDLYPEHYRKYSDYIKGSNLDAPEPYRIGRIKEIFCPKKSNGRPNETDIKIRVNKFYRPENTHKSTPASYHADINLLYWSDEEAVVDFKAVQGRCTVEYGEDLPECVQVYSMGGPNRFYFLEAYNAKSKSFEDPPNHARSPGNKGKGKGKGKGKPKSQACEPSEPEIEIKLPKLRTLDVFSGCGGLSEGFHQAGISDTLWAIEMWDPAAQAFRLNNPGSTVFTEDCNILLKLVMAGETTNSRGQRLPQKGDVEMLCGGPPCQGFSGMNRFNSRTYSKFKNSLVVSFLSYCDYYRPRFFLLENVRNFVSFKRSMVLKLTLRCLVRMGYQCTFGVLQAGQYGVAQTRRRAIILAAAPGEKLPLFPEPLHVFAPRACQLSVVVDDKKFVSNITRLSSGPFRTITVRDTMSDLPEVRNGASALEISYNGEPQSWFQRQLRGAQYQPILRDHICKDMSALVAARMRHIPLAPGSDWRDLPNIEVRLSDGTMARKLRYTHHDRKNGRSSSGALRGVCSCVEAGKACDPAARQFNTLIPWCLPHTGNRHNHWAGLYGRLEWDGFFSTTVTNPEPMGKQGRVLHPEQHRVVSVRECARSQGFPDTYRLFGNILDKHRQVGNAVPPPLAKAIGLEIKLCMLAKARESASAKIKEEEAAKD
Rpn11 block – blocks the human proteasome subunit Rpn11; O00487; human 26S proteasome, Ub4-pepOG fluorescence polarization; 20S core pre-blocked with epoxomicin; calls only at 20 µM; hit rate 0.59% among 360,000; AID 588493;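 active = inhibition at 20 µM, scaled to each plate's controls, above about 33%, limit read from the data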
MsrA inh – bovine MsrA inhibition. purified bovine MsrA, absorbance read-out. inhibition, % at 15.5 µM. hit rate 0.75% among 360,000; in the data active = inhibition above about 4.5%;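 also: 0% = vehicle wells with enzyme and 100% = reference inhibitor wells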
Starred values were filed as active, the others as inactive.

For CN(C)CCN(C)C1CN(Cc2ccccc2)S(=O)(=O)C1 (stereo not drawn) the results were CSN deneddyl inh -1.9, NadD inh -4.4, LMPTP inh -1.7, STEP inh -1.5, SUMO1 PPI mod -1.4, Tb MetRS inh -0.9, DNMT1 block -3.5, Rpn11 block inactive and MsrA inh 0.6.
For CCCN1Cc2cccc(C(=O)NC(CC(=O)OCC)c3ccc(C)cc3)c2C1=O (stereo not drawn) the results were CSN deneddyl inh 1.2, NadD inh -6.1, Scp1 inh -15.2, LMPTP inh -1.6, STEP inh -2.1, SUMO1 PPI mod -0.1, Tb MetRS inh -0.8, DNMT1 block -0.2, Rpn11 block inactive and MsrA inh -1.9.
`CC(NC(=O)c1ccc(OC2CCN(S(=O)(=O)N(C)C)CC2)cc1)C1CC1` (stereo not drawn) gave CSN deneddyl inh -2.8, NadD inh -5.4, Scp1 inh -10.7, LMPTP inh -0.6, STEP inh -3.8, SUMO1 PPI mod 3.1, Tb MetRS inh -0.1, DNMT1 block 0.9, Rpn11 block inactive and MsrA inh 1.1.
Screening CC[N+](C)(C)c1cccc(O)c1 returned CSN deneddyl inh -3.5, NadD inh -2.2, Scp1 inh -6.3, LMPTP inh -1.2, STEP inh 0.4, SUMO1 PPI mod -2.1, Tb MetRS inh -1.4, DNMT1 block -2.5, Rpn11 block inactive and MsrA inh 0.0.
Screening Cc1ccc(S(=O)(=O)CC(N)=O)cc1 returned CSN deneddyl inh -0.3, NadD inh -5.3, Scp1 inh -1.1, LMPTP inh -2.0, STEP inh -5.4, SUMO1 PPI mod 0.5, Tb MetRS inh -0.8, DNMT1 block -3.4, Rpn11 block inactive and MsrA inh 0.5.
For O=C1COc2ccc(C(=O)CSc3nc4ccccc4c(=O)n3-c3ccc(Cl)c(Cl)c3)cc2N1 the results were CSN deneddyl inh 5.6, NadD inh 14.9, Scp1 inh -10.4, LMPTP inh 7.5, STEP inh 2.3, SUMO1 PPI mod -3.3, Tb MetRS inh -0.4, DNMT1 block 29.6, Rpn11 block inactive and MsrA inh -0.6.
CC1(c2nnc(Cc3ccccc3)o2)CC(c2ccc(Cl)cc2)=NO1 (stereo not drawn) was read as CSN deneddyl inh 3.4, NadD inh -4.4, Scp1 inh 5.4, LMPTP inh -0.3, STEP inh -0.9, SUMO1 PPI mod -0.1, Tb MetRS inh 0.4, DNMT1 block 0.1, Rpn11 block inactive and MsrA inh 0.6.
`Cn1c(N)c(C(=O)COC(=O)CC2CC3CCC2C3)c(=O)n(C)c1=O` (stereo not drawn) gave CSN deneddyl inh -10.5, NadD inh -4.5, Scp1 inh -5.2, LMPTP inh -0.6, STEP inh 3.3, SUMO1 PPI mod -4.2, Tb MetRS inh -0.1, DNMT1 block -1.3, Rpn11 block inactive and MsrA inh -0.8.
COc1ccc(C(=O)CNc2ccccc2CO)cc1 was read as CSN deneddyl inh 5.1, NadD inh -0.5, Scp1 inh -6.2, LMPTP inh 2.1, STEP inh -2.7, SUMO1 PPI mod 29.1, Tb MetRS inh 0.3, DNMT1 block -4.0, Rpn11 block inactive and MsrA inh -0.2.
Cc1ccc(NC(=O)Cn2ccc([N+](=O)[O-])n2)cc1C was read as CSN deneddyl inh 1.1, NadD inh 0.6, Scp1 inh -2.3, LMPTP inh -1.1, STEP inh -1.8, SUMO1 PPI mod -5.7, Tb MetRS inh -0.9, DNMT1 block 1.9, Rpn11 block inactive and MsrA inh -0.8.
CCNc1cc(N2CCCC2)ccc1[N+](=O)[O-] was read as CSN deneddyl inh -7.3, NadD inh -3.8, Scp1 inh -7.8, LMPTP inh 0.1, STEP inh 1.0, SUMO1 PPI mod -22.1, Tb MetRS inh -0.5, DNMT1 block 6.1, Rpn11 block inactive and MsrA inh -0.5.
COc1ccc(CNS(=O)(=O)c2cc(Br)cc3c2N(C(C)=O)C(C)C3)cc1 (stereo not drawn) was read as CSN deneddyl inh 0.3, NadD inh -3.2, Scp1 inh 0.9, LMPTP inh 0.8, STEP inh 1.3, SUMO1 PPI mod 2.8, Tb MetRS inh -0.2, DNMT1 block -0.5, Rpn11 block inactive and MsrA inh -1.0.
Screening O=C(CN1CCOCC1)Nc1nc2ccc(Cl)cc2s1 returned CSN deneddyl inh 0.8, NadD inh -5.9, Scp1 inh 6.0, LMPTP inh -0.7, STEP inh -0.6, SUMO1 PPI mod 5.9, Tb MetRS inh -1.4, DNMT1 block -3.0, Rpn11 block inactive and MsrA inh -0.1.
Screening Cc1ccc2nc(N3CCOCC3)c(C=O)cc2c1 returned CSN deneddyl inh -0.7, NadD inh 2.8, Scp1 inh -1.9, LMPTP inh 0.6, STEP inh -2.5, SUMO1 PPI mod -10.1, Tb MetRS inh 1.5, DNMT1 block -9.1, Rpn11 block inactive and MsrA inh 0.1.
For COC(=O)c1cc(O)c(O)c(O)c1 the results were CSN deneddyl inh 2.8, NadD inh -0.8, Scp1 inh 35.5, LMPTP inh -0.8, STEP inh -0.6, SUMO1 PPI mod 5.9, Tb MetRS inh 0.2, DNMT1 block 3.8, Rpn11 block inactive and MsrA inh 0.3.
For CCNC(=S)NNC(=O)CCn1cc(C)cn1 the results were CSN deneddyl inh -8.4, NadD inh -0.3, Scp1 inh -2.7, LMPTP inh -0.6, STEP inh -2.3, SUMO1 PPI mod 0.7, Tb MetRS inh 0.5, DNMT1 block 3.6, Rpn11 block inactive and MsrA inh -0.3.
Screening CCN(CC)CCNC(=O)C(=O)Nc1cc2c3c(c1)CC(=O)N3CCC2 returned CSN deneddyl inh -3.4, NadD inh -8.5, Scp1 inh 0.6, LMPTP inh -0.7, STEP inh -3.5, SUMO1 PPI mod -0.5, Tb MetRS inh 0.2, DNMT1 block -0.1, Rpn11 block inactive and MsrA inh 1.2.
For Cc1ccc(Cl)cc1N1CCN(Cc2cc3c(cc2O)CCC3)CC1 the results were CSN deneddyl inh -2.4, NadD inh 1.5, Scp1 inh 11.2, LMPTP inh 1.7, STEP inh -2.4, SUMO1 PPI mod 0.4, Tb MetRS inh -0.5, DNMT1 block 1.9, Rpn11 block inactive and MsrA inh -0.8.
Screening C=CCN(c1ccccc1)S(=O)(=O)c1cccc(C(=O)Nc2ccc(N3CCOCC3)cc2)c1 returned CSN deneddyl inh -1.9, NadD inh -0.4, Scp1 inh -2.7, LMPTP inh 1.4, STEP inh 5.3, SUMO1 PPI mod 4.3, Tb MetRS inh 0.0, DNMT1 block -4.4, Rpn11 block inactive and MsrA inh -0.3.
Screening C/C(=N\O)c1ccc2c3c([nH]c2c1)CCCC3 returned CSN deneddyl inh 2.6, NadD inh -1.5, Scp1 inh 0.6, LMPTP inh 1.5, STEP inh 3.2, SUMO1 PPI mod 3.6, Tb MetRS inh 0.5, DNMT1 block -21.8, Rpn11 block inactive and MsrA inh 1.1.
Screening COc1ccc(CCNC(=O)[C@H](C)NC(=O)N2CCn3c2nc2ccccc23)cc1OC returned CSN deneddyl inh -2.4, NadD inh 2.5, Scp1 inh -3.8, LMPTP inh -1.0, STEP inh -2.4, SUMO1 PPI mod -0.5, Tb MetRS inh -0.1, DNMT1 block -0.1, Rpn11 block inactive and MsrA inh 0.5.
`COc1ccc(-c2cc(C(=O)OC3CCOC3=O)c3ccccc3n2)cc1` (stereo not drawn) gave CSN deneddyl inh 0.1, NadD inh 0.2, Scp1 inh 0.4, LMPTP inh 1.3, STEP inh 1.3, SUMO1 PPI mod -15.5, Tb MetRS inh -0.4, DNMT1 block -5.7, Rpn11 block inactive and MsrA inh 2.7.
For Cc1c(Nc2nc3ccccc3nc2NS(=O)(=O)c2ccccc2)c(=O)n(-c2ccccc2)n1C the results were CSN deneddyl inh -1.8, NadD inh 2.6, Scp1 inh -2.6, LMPTP inh -0.6, STEP inh 2.3, SUMO1 PPI mod 7.0, Tb MetRS inh -0.1, DNMT1 block 5.1, Rpn11 block inactive and MsrA inh 1.9.
For COC(=O)c1cc2occc2n1Cc1nc(-c2ccccc2Cl)oc1C the results were CSN deneddyl inh 2.3, NadD inh -4.3, Scp1 inh -12.9, LMPTP inh 0.5, STEP inh -12.3, SUMO1 PPI mod 1.7, Tb MetRS inh -0.5, DNMT1 block 85.9*, Rpn11 block inactive and MsrA inh 0.7.
N#CCSc1nc2c(c(=O)n1Cc1ccccc1)C1(CCCC1)Cc1ccccc1-2 was read as CSN deneddyl inh 4.8, NadD inh 11.2, Scp1 inh -12.2, LMPTP inh 4.3, STEP inh 4.1, SUMO1 PPI mod -1.9, Tb MetRS inh -0.2, DNMT1 block -2.6, Rpn11 block inactive and MsrA inh 1.4.
For CCOc1cc(/C=C2/C(=N)N3C=CSC3=NC2=O)ccc1OCCCOc1ccccc1C the results were CSN deneddyl inh 2.0, NadD inh 3.7, Scp1 inh -10.8, LMPTP inh 0.9, STEP inh -0.8, SUMO1 PPI mod 24.0, Tb MetRS inh 0.0, DNMT1 block 16.1, Rpn11 block inactive and MsrA inh 1.2.
For CS(=O)(=O)N1CCc2cc(C(=O)NC3CC3)ccc21 the results were CSN deneddyl inh -17.2, NadD inh 1.1, Scp1 inh -4.1, LMPTP inh -2.3, STEP inh 0.7, SUMO1 PPI mod 3.2, Tb MetRS inh 0.5, DNMT1 block 1.7, Rpn11 block inactive and MsrA inh 2.6.
Screening COc1cccc(C(=O)NCC(=O)N2CCC(C)CC2)c1 returned CSN deneddyl inh -2.2, NadD inh -3.3, Scp1 inh 2.6, LMPTP inh -1.5, STEP inh -1.0, SUMO1 PPI mod -0.4, Tb MetRS inh -1.0, DNMT1 block -0.5, Rpn11 block inactive and MsrA inh -1.1.
Screening Cc1ccc(C(=O)N/N=C\c2ccccn2)cn1 returned CSN deneddyl inh 3.5, NadD inh -3.7, Scp1 inh 6.5, LMPTP inh -1.3, STEP inh -3.5, SUMO1 PPI mod -1.3, Tb MetRS inh 0.0, DNMT1 block 1.2, Rpn11 block inactive and MsrA inh -1.2.
Screening COc1ccc(C(=O)COC(=O)CCCN=C2NS(=O)(=O)c3ccccc32)c(OC)c1 returned CSN deneddyl inh -4.6, NadD inh -7.5, Scp1 inh 6.8, LMPTP inh 2.7, STEP inh -1.6, SUMO1 PPI mod 2.0, Tb MetRS inh -0.1, DNMT1 block 1.0, Rpn11 block inactive and MsrA inh 0.1.
